Assay outcomes from PubChem BioAssay.
ssDAF12 agonist = activators of S. stercoralis DAF-12 nuclear receptor. HEK293 ssDAF-12/GRIP1 lit1-tk-luc reporter, luminescence; % of 3 µM dafachronic acid response. activation, % at 6.8 µM. 370,000 compounds, 1% hits. AID 652126;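 active means activation above the mean over all tested compounds plus 3 SD, cut at about 0.9% in these data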;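 further: 0% = DMSO-only wells and 100% = 3 µM delta7-dafachronic acid wells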
SMARCA2 activ = increases SMARCA2 function in MMTV reporter cells; MG213 cells, MMTV-luciferase reporter, dexamethasone, overnight; activation, % at 9.1 µM; 370,000 compounds, 1% hits; in the data active means activation above about 7.8%;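 further: 0% = vehicle wells and 100% = reference activator wells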
DAX1 inh-1 = NR0B1 (DAX1) inhibition | HEK293 Gal4-DAX1 luciferase reporter, luminescence | inhibition, % at 6.75 µM | 340,000 compounds, 0.99% hits | AID 504766;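 active means inhibition above the mean over all tested compounds plus 3 SD, cut at about 4.2% in these data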;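 further: 0% = DAX1-transfected cells with DMSO and 100% = empty-vector control cells with DMSO; inhibition shows as a rise in luminescence from relieved DAX1 repression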
hgDAF12 agonist = agonists of H. glycines DAF-12 nuclear receptor; HEK293 GAL4-hgDAF12 UAS-luciferase reporter, agonist luminescence; normalized to butyrate control; activation, % at 6.8 µM; 370,000 compounds, 1.8% hits; AID 687014;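 active means activation above a cutoff set at the mean of all screened compounds plus 3 SD, cut at about 10% in these data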;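 further: 0% = DMSO wells and 100% = sodium butyrate wells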
NPR2 activator = GC-B (human) receptor activation; activation, % at 10 µM; P20594; 370,000 compounds, 0.11% hits; HEK293-GC-B cells, CNP EC30, cGMP TR-FRET; 0% at EC30 CNP, 100% saturating CNP;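 active means activation at 10 µM reaching about 35% in either raw or pattern-adjusted values, limit read from the data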
hcDAF-12 act = H. contortus DAF-12 activation, primary screen; HEK293 hcDAF-12 lit1-tk-luc reporter, luminescence; 0% DMSO, 100% Δ7-dafachronic acid; AID 652067; activation, % at 6.8 µM; 370,000 compounds, 1.4% hits;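 active means activation above the mean of all tested compounds plus 3 SD, cut at about 5.5% in these data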;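 further: 100% = response to 3 µM Δ7-dafachronic acid high control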
sPLA2-III inh = Blocks human group III sPLA2 activity. Q9NZ20. QFRET BODIPY PC-A2 liposome hydrolysis, fluorescence. inhibition, % at 12.2 µM. 370,000 compounds, 0.56% hits. AID 743126;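 active means inhibition above mean plus 3 SD of compounds lying within the high and low control bounds, cut at about 19% in these data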;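 further: 0% = median of test compound wells and 100% = no enzyme DMSO wells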
ADAM10 inh = inhibits human ADAM10. recombinant ADAM10, EDANS/DABCYL FRET peptide cleavage, 3 h. inhibition, % at 7 µM. 370,000 compounds, 0.62% hits;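 active means inhibition above a per-campaign cutoff equal to the mean of compounds falling between control-based bounds plus 3 SD, cut at about 20% in these data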;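 further: 0% = DMSO wells while the 100% control is not disclosed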
NPR1 activator = GC-A (human) enzyme activation. activation, % at 10 µM. 370,000 compounds, 0.14% hits. P16066. HEK293 GC-A cells, cGMP TR-FRET, EC30 ANP; 0% at EC30 ANP, 100% saturating ANP; in the data active means activation above about 40%
Target sequence (P16066 whole entry, looked up): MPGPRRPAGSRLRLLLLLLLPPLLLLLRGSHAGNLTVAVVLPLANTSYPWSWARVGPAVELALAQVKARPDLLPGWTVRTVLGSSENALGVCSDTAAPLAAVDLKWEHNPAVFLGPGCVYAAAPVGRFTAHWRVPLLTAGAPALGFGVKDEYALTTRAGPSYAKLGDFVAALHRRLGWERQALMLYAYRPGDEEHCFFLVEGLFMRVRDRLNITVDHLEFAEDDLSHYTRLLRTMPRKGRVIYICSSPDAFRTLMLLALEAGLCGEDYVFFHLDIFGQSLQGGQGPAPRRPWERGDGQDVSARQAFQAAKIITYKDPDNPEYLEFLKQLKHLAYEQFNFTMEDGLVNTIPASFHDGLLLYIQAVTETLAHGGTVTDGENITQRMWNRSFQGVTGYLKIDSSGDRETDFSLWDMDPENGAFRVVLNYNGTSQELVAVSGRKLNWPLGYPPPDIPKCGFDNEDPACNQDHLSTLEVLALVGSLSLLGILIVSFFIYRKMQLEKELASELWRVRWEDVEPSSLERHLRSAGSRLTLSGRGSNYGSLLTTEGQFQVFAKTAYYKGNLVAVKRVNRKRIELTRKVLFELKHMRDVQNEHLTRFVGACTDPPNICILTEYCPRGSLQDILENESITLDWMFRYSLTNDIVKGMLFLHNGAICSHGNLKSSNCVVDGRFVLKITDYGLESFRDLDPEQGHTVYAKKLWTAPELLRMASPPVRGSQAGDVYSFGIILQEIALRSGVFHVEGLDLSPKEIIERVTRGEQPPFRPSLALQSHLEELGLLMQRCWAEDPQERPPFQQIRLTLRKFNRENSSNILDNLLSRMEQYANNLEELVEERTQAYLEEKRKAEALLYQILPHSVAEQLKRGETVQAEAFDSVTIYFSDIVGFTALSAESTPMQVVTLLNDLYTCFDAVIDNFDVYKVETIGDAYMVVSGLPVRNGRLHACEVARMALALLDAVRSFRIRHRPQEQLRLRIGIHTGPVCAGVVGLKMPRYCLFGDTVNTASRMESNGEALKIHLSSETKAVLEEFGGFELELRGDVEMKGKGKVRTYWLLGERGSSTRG
DAX1 inh-2 = blocks DAX1 repression of SF-1 activated StAR promoter; inhibition, % at 6.8 µM; AID 652010; 370,000 compounds, 1.1% hits; HEK293T StAR-luciferase reporter, SF-1/DAX-1 repression relief;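 active means inhibition above the mean over all tested compounds plus 3 SD, cut at about 3.6% in these data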;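 further: 0% = DAX-1 cells with DMSO and 100% = cells lacking DAX-1 with DMSO; higher inhibition means more luminescence from relief of DAX-1 repression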
FXN GAA850 act = increases GAA850 frataxin promoter reporter activity. AID 540364. HEK293 lucGAA850 FXN promoter luciferase reporter, 24 h; percent of 10 µM SAHA response. activation, % at 6 µM. 360,000 compounds, 0.56% hits;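 active means activation above the average of all compounds screened plus 3 SD, cutoff fixed separately per campaign, cut at about 7.5% in these data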;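 further: 0% = DMSO wells and 100% = 10 µM SAHA wells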
* hit, by the source's call. No enrichment for hits; any-hit rate near 6.6%.

`CCc1nonc1NC(=O)c1oc2cc(C)c(Cl)cc2c1C` gave ssDAF12 agonist -0.8, SMARCA2 activ -4, DAX1 inh-1 1.1, hgDAF12 agonist -0.4, NPR2 activator -2, hcDAF-12 act -0.3, sPLA2-III inh 6, ADAM10 inh 4, NPR1 activator -2, DAX1 inh-2 0.3 and FXN GAA850 act 0.1.
Screening Cc1nn(C)c2c(=O)c(=O)c2n(C)[nH]1 returned ssDAF12 agonist -0.1, SMARCA2 activ 5, DAX1 inh-1 0.4, hgDAF12 agonist 3.7, NPR2 activator 4, hcDAF-12 act 1.5, sPLA2-III inh -2, ADAM10 inh -3, NPR1 activator 2, DAX1 inh-2 1.0 and FXN GAA850 act 0.0.
Screening O=C1CC(N2CCOCC2)C(=O)N1c1ccccc1Cl (configuration not stated) returned ssDAF12 agonist -1.5, SMARCA2 activ 2, DAX1 inh-1 0.6, hgDAF12 agonist 0.3, NPR2 activator 1, hcDAF-12 act -0.2, sPLA2-III inh 3, ADAM10 inh 4, NPR1 activator 5, DAX1 inh-2 -0.7 and FXN GAA850 act -2.1.
COc1cccc(/C=N/NC(=O)CN(C)S(=O)(=O)c2ccccc2)c1OC was read as ssDAF12 agonist -0.8, SMARCA2 activ 2, DAX1 inh-1 0.2, hgDAF12 agonist 4.8, NPR2 activator -1, hcDAF-12 act 0.8, sPLA2-III inh 8, ADAM10 inh -42, NPR1 activator -2, DAX1 inh-2 1.1 and FXN GAA850 act 2.6.
Screening CCOC(=O)c1c(C)[nH]c(C)c1C(=O)COC(=O)/C=C/c1cccc(C(F)(F)F)c1 returned ssDAF12 agonist -0.8, SMARCA2 activ -1, DAX1 inh-1 -2.2, hgDAF12 agonist 0.2, NPR2 activator 5, hcDAF-12 act -1.0, sPLA2-III inh -7, ADAM10 inh 11, NPR1 activator -1, DAX1 inh-2 0.1 and FXN GAA850 act -4.9.
CCOC(=O)NN1C(=O)c2ccccc2NC1(C)C was read as ssDAF12 agonist -1.4, SMARCA2 activ -2, DAX1 inh-1 2.2, hgDAF12 agonist -0.2, NPR2 activator 4, hcDAF-12 act 0.0, sPLA2-III inh -2, ADAM10 inh inactive, NPR1 activator 2, DAX1 inh-2 1.1 and FXN GAA850 act 0.1.
CSC1=NCCN1S(=O)(=O)c1ccc(C)cc1 was read as ssDAF12 agonist -1.4, SMARCA2 activ -2, DAX1 inh-1 -0.6, hgDAF12 agonist -0.6, NPR2 activator 0, hcDAF-12 act -0.1, sPLA2-III inh 8, ADAM10 inh -6, NPR1 activator 3, DAX1 inh-2 0.0 and FXN GAA850 act 0.5.
For CCC(=O)N=c1sc2c(OC)ccc(OC)c2n1C the results were ssDAF12 agonist -1.0, SMARCA2 activ -1, DAX1 inh-1 0.1, hgDAF12 agonist -0.8, NPR2 activator -2, hcDAF-12 act 0.7, sPLA2-III inh 1, ADAM10 inh -13, NPR1 activator 5, DAX1 inh-2 1.1 and FXN GAA850 act -0.2.
Cc1cccc(N2CC(C(=O)Nc3ccc(N4CCOCC4)cc3)CC2=O)c1C (configuration not stated) was read as ssDAF12 agonist -1.3, SMARCA2 activ -4, DAX1 inh-1 0.2, hgDAF12 agonist 2.6, NPR2 activator 6, hcDAF-12 act 0.7, sPLA2-III inh 1, ADAM10 inh -1, NPR1 activator -2, DAX1 inh-2 -0.6 and FXN GAA850 act 0.3.
Screening CCOC(=O)C1=C(C)NC(SC)=NC1c1ccc(OC)cc1 (configuration not stated) returned ssDAF12 agonist -1.1, SMARCA2 activ -3, DAX1 inh-1 0.6, hgDAF12 agonist -1.7, NPR2 activator -3, hcDAF-12 act -1.3, sPLA2-III inh 1, ADAM10 inh -4, NPR1 activator -14, DAX1 inh-2 -0.7 and FXN GAA850 act 1.2.
For CCCC1CC(C)(C(=O)CSc2n[nH]c(-c3ccccc3)n2)OC1=O (configuration not stated) the results were ssDAF12 agonist -1.3, SMARCA2 activ 3, DAX1 inh-1 1.2, hgDAF12 agonist -0.9, NPR2 activator 2, hcDAF-12 act 1.9, sPLA2-III inh -32, ADAM10 inh 12, NPR1 activator -1, DAX1 inh-2 0.8 and FXN GAA850 act -1.3.
For O=C1NC(c2cccc([N+](=O)[O-])c2)=CCN1c1ccccc1O the results were ssDAF12 agonist 2.3*, SMARCA2 activ -4, DAX1 inh-1 1.4, hgDAF12 agonist 4.4, NPR2 activator 1, hcDAF-12 act 0.8, sPLA2-III inh -8, ADAM10 inh 12, NPR1 activator 0, DAX1 inh-2 0.4 and FXN GAA850 act -0.3.
CC(C)C1C(=O)N(Cc2cn(CCC3OCCO3)nn2)CCS(=O)(=O)N1Cc1ccc(-c2ccc(F)cc2Cl)cc1 (configuration not stated) was read as ssDAF12 agonist -2.0, SMARCA2 activ 4, hgDAF12 agonist -4.1, NPR2 activator -6, hcDAF-12 act -0.6, sPLA2-III inh -38, ADAM10 inh 24*, NPR1 activator -4 and DAX1 inh-2 -0.9.
`COC(=O)Nc1ncc(CN2CCCCC2)s1` gave ssDAF12 agonist -1.9, SMARCA2 activ 1, DAX1 inh-1 0.5, hgDAF12 agonist -1.2, NPR2 activator 5, hcDAF-12 act -1.6, sPLA2-III inh -6, ADAM10 inh -9, NPR1 activator 5, DAX1 inh-2 -0.3 and FXN GAA850 act 0.3.
`O=C(c1ccc2snnc2c1)N1CCN(c2ccccc2)CC1` gave ssDAF12 agonist -0.3, SMARCA2 activ -3, DAX1 inh-1 0.0, hgDAF12 agonist -2.0, NPR2 activator 2, hcDAF-12 act -0.4, sPLA2-III inh 5, ADAM10 inh -14, NPR1 activator -2, DAX1 inh-2 -0.9 and FXN GAA850 act 3.1.
Cc1cc2nc(SCCN3CCCC3)[nH]c2cc1C was read as ssDAF12 agonist -1.1, SMARCA2 activ 2, DAX1 inh-1 0.3, hgDAF12 agonist 4.6, NPR2 activator 6, hcDAF-12 act 0.0, sPLA2-III inh 2, ADAM10 inh 7, NPR1 activator 0, DAX1 inh-2 0.2 and FXN GAA850 act 1.1.
`COc1ccc(CCN2CC(C(=O)NCCc3ncccc3C)CCC2=O)cc1` (configuration not stated) gave ssDAF12 agonist -0.8, SMARCA2 activ -4, DAX1 inh-1 -1.1, hgDAF12 agonist -0.4, NPR2 activator 1, hcDAF-12 act -1.2, sPLA2-III inh 7, ADAM10 inh -11, NPR1 activator 4, DAX1 inh-2 -0.3 and FXN GAA850 act 0.4.
`Cc1occc1C(=O)Nc1cccc(C(F)(F)F)c1` gave ssDAF12 agonist -0.7, SMARCA2 activ -1, DAX1 inh-1 0.8, hgDAF12 agonist 2.1, NPR2 activator 3, hcDAF-12 act -0.7, sPLA2-III inh 0, ADAM10 inh 1, NPR1 activator 7, DAX1 inh-2 -0.5 and FXN GAA850 act -0.5.
Screening CCOC(=O)C(O)C1CCc2c([nH]c3ccc(C)cc23)C1=O (configuration not stated) returned ssDAF12 agonist -0.2, SMARCA2 activ -1, DAX1 inh-1 -1.2, hgDAF12 agonist -0.2, NPR2 activator 6, hcDAF-12 act -0.7, sPLA2-III inh -4, ADAM10 inh -137, NPR1 activator -2, DAX1 inh-2 -0.5 and FXN GAA850 act 0.4.
Screening O=c1cc(-c2ccccc2)nc2nc(SCc3ccccc3)[nH]n12 returned ssDAF12 agonist -0.6, SMARCA2 activ -5, DAX1 inh-1 1.3, hgDAF12 agonist -0.3, NPR2 activator -5, hcDAF-12 act -1.3, sPLA2-III inh 2, ADAM10 inh -10, NPR1 activator -2, DAX1 inh-2 -0.1 and FXN GAA850 act -0.6.
Screening Nc1c(C(=O)N2CCN(CCc3ccccc3)CC2)cnn1-c1ccccc1 returned ssDAF12 agonist -0.1, SMARCA2 activ -2, hgDAF12 agonist -0.9, NPR2 activator 12, hcDAF-12 act -0.2, sPLA2-III inh 2, ADAM10 inh 5, NPR1 activator 6 and DAX1 inh-2 0.4.
For CN(C)S(=O)(=O)c1ccc(N2CCCC2)c(C(=O)NCC2COc3ccccc3O2)c1 (configuration not stated) the results were ssDAF12 agonist -0.9, SMARCA2 activ -2, DAX1 inh-1 -0.9, hgDAF12 agonist 0.0, NPR2 activator -1, hcDAF-12 act -0.3, sPLA2-III inh 7, ADAM10 inh -6, NPR1 activator -1, DAX1 inh-2 0.3 and FXN GAA850 act -3.7.
`CCn1c(CC(=O)Nc2ccccc2C)nnc1SCC(=O)Nc1nncs1` gave ssDAF12 agonist -1.4, SMARCA2 activ -2, DAX1 inh-1 0.5, hgDAF12 agonist -2.3, NPR2 activator 3, hcDAF-12 act -0.6, sPLA2-III inh 0, ADAM10 inh 8, NPR1 activator 4, DAX1 inh-2 -0.2 and FXN GAA850 act 1.6.
For c1ccc(-c2nc(C3CCCCC3)c3sccc3n2)cc1 the results were ssDAF12 agonist -1.5, SMARCA2 activ 2, DAX1 inh-1 -0.1, hgDAF12 agonist 2.1, NPR2 activator -4, hcDAF-12 act -0.9, sPLA2-III inh 4, ADAM10 inh 1, NPR1 activator -6, DAX1 inh-2 1.0 and FXN GAA850 act 3.9.
Screening CCCCCNC(=O)C(c1ccnc2ccccc12)n1c(=O)c(-c2ccccc2)nc2ccccc21 (configuration not stated) returned ssDAF12 agonist -0.2, SMARCA2 activ 6, hgDAF12 agonist 1.0, NPR2 activator 1, hcDAF-12 act 0.5, sPLA2-III inh 7, ADAM10 inh -14, NPR1 activator -2 and DAX1 inh-2 -0.2.
Screening O=C1NCCN1C(=O)C12CC3CC(CC(C3)C1)C2 returned ssDAF12 agonist -1.3, SMARCA2 activ -1, DAX1 inh-1 -0.5, hgDAF12 agonist -2.2, NPR2 activator 0, hcDAF-12 act -0.5, sPLA2-III inh -2, ADAM10 inh 7, NPR1 activator -2, DAX1 inh-2 -0.1 and FXN GAA850 act 4.1.
`O=C(N/C(=C/c1ccccc1Cl)C(=O)N1CCCC1)c1ccccc1` gave ssDAF12 agonist -1.6, SMARCA2 activ -5, DAX1 inh-1 -1.0, hgDAF12 agonist -1.4, NPR2 activator -2, hcDAF-12 act 2.2, sPLA2-III inh 9, ADAM10 inh -11, NPR1 activator -8, DAX1 inh-2 -0.1 and FXN GAA850 act -0.9.
`COc1c(O)cnn(-c2ccccc2)c1=O` gave ssDAF12 agonist -1.3, SMARCA2 activ -7, DAX1 inh-1 1.6, hgDAF12 agonist -0.4, NPR2 activator 6, hcDAF-12 act 0.6, sPLA2-III inh 14, ADAM10 inh -4, NPR1 activator 2, DAX1 inh-2 -0.2 and FXN GAA850 act 0.9.
COc1ccc(CCC(=O)Nc2ccc(S(=O)(=O)Nc3ncccn3)cc2)cc1 was read as ssDAF12 agonist -1.3, SMARCA2 activ -1, DAX1 inh-1 -0.5, hgDAF12 agonist 1.2, NPR2 activator -2, hcDAF-12 act -1.2, sPLA2-III inh 6, ADAM10 inh -16, NPR1 activator 1, DAX1 inh-2 -0.5 and FXN GAA850 act 0.3.
